Pol eta inh – inhibitors of human DNA polymerase eta; Q9Y253; recombinant Pol eta, fluorescent DNA replication assay; AID 588591; 390,000 compounds, 1.2% hits; Potency, µM (titrated, usually from 114 µM), without a hit: at the highest dose activity change, negative = inhibition, hits mostly inhibitors; note: potency is the fitted concentration of half-maximal effect; % is set by controls: 0 for no effect and ±100 for the full control effect
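Pol eta (10 nM) was preincubated with compounds for 15 min at room temperature, after which fluorescent replication substrate (50 nM final) was added to start the reaction. Fluorescence was read kinetically at 0 and 10 min.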
Tb PGK inh – inhibitors of T. brucei phosphoglycerate kinase; P07378; PGK/GAPDH coupled, Kinase-Glo luminescence, 60 min; Potency, µM (top dose mostly 57.5 µM), for the others: top-dose activity change, negative = inhibition, actives largely listed as inhibitors; 380,000 compounds, 0.043% hits; AID 602233; note: potency is the fitted concentration of half-maximal effect; % is set by controls: 0 for no effect and ±100 for the full control effect; nearly all actives have a fitted effect of over 60% in size
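Luminescent ATP detection (Kinase-Glo Plus) follows a 60-minute room-temperature incubation, with wells lacking PGK as controls. Buffer: 100 mM TEA (pH 7.6), 5 mM MgCl2, 0.01% Tween-20. Coupling enzyme GAPDH (100 nM final) supplies unstable 1,3-BPG in-well.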
GLS inh – glutaminase GLS (human) inhibition; GLS enzymatic activity, qHTS titration; O94925; Potency, µM (titrated, usually from 45.5 µM), without a hit: at the highest dose activity change, negative = inhibition, actives largely listed as inhibitors; 410,000 compounds, 0.21% hits; note: potency is the fitted concentration of half-maximal effect; % is set by controls: 0 for no effect and ±100 for the full control effect
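Assay buffer: 45 mM KH2PO4 pH 8.2, 0.02% Tween-20. hKGA acts on L-glutamine (1 mM solution added); product glutamate is reported by an oxidase/peroxidase Amplex Red coupling, with fluorescence taken at baseline and 30 min.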
BAZ2B block – blocks human BAZ2B; 360,000 compounds, 4.4% hits; Potency, µM (doses to about 114 µM), without a hit: at the highest dose activity change, negative = inhibition, most hits filed as inhibitors; AlphaScreen BAZ2B-H3K14Ac peptide displacement; AID 504333; Q9UIF8; note: potency is the fitted concentration of half-maximal effect; % is set by controls: 0 for no effect and ±100 for the full control effect; nearly all actives have a fitted effect of over 60% in size
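Multi-concentration screen (max 110 uM) measuring displacement of acetylated histone H3 peptide from BAZ2B by AlphaScreen, using 50 nM protein, 50 nM peptide and 10 ug/mL streptavidin donor plus Ni-chelate acceptor beads.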
G9a block – blocks human histone lysine methyltransferase G9a; AID 504332; Potency, µM (titrated, usually from 102 µM), without a hit: at the top dose activity, negative = inhibition, usual class: inhibitors; G9a H3K9 monomethylation, AlphaScreen, 2 h; 350,000 compounds, 8.8% hits; Q96KQ7; note: potency is the fitted concentration of half-maximal effect; % is set by controls: 0 for no effect and ±100 for the full control effect; nearly all actives have a fitted effect of over 75% in size
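Step 1: enzyme (final 20 nM) with compound, 15 min RT. Step 2: substrate peptide 500 nM and SAM 20 uM, 2 h RT. Step 3: anti-H3K9me1 antibody and AlphaScreen beads, 10 min, then plate read.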
JMJD2A Tudor inh – blocks the human JMJD2A Tudor domain. AlphaScreen JMJD2A-Tudor / H3K4me3 peptide binding. Potency, µM (doses to about 114 µM), without a hit: at the highest dose activity change, negative = inhibition, actives largely listed as inhibitors. 390,000 compounds, 4.4% hits. AID 504339; note: potency is the fitted concentration of half-maximal effect; % is set by controls: 0 for no effect and ±100 for the full control effect; nearly all actives have a fitted effect of over 50% in size
Target sequence (O75164 whole entry, looked up, the tested form may be a part): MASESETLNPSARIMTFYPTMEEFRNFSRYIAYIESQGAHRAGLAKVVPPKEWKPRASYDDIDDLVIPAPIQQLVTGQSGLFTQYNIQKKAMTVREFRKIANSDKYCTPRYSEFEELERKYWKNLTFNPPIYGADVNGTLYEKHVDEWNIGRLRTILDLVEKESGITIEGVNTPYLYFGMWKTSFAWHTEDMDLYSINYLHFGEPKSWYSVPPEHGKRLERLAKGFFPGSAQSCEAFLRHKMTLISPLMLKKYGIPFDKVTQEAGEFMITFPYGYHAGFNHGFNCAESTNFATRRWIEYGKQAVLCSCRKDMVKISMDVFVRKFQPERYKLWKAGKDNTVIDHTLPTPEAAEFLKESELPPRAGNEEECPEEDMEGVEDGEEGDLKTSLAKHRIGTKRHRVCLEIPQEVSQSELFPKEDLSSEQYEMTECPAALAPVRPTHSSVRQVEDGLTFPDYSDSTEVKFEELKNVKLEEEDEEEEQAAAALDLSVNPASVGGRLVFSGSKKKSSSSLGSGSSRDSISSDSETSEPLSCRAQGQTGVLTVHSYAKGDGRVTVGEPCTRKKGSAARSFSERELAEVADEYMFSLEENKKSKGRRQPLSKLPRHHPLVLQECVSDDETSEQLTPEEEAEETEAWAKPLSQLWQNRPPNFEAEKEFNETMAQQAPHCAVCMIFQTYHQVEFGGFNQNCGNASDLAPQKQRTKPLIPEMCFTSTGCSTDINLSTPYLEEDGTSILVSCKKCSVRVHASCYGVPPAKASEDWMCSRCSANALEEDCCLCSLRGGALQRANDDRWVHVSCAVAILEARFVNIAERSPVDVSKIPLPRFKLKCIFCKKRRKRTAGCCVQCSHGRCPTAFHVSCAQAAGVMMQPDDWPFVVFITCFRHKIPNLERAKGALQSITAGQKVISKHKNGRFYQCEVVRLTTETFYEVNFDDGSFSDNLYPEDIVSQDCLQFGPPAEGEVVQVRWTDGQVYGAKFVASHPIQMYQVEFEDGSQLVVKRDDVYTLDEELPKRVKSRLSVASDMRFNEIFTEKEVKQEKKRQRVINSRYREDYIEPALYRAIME
PI4K2A inh – blocks human PI4K2A kinase activity; Q9BTU6; purified PI4K2A, ADP-Glo luminescence, 1 h; stronger effect = lower value; activity change, negative = inhibition, % at 76.9 µM; 420,000 compounds, 0.13% hits; in the data active = activity change below about -50%; inconclusive = mostly about -30% to -49%;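 note: -100% = wells without enzyme as full effect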
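ADP-Glo luminescence measured ADP generated by PI4K2A enzyme (4 ug/mL before mixing) with 1.2 mM PI substrate (pre-mix) and 300 microM ATP (pre-mix). Tris pH7.5 buffer with MgCl2, Triton X-100; 1 h reaction at ambient temperature.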
Pin1 inh – blocks the human prolyl isomerase Pin1. 390,000 compounds, 0.009% hits. Pin1 FP peptide displacement, HiFluor488, 10 min. Potency, µM (series often up to 115 µM), inactives show at the highest dose activity, negative = inhibition, actives largely listed as inhibitors. Q13526; active = well fitted inhibition curve with a large enough effect in the polarisation, with a control signal flat, not every such curve was filed as active; inconclusive = small, poorly fitted or top-dose-only effect, or effect the other way, or a change in a side signal; inactive = no such curve, though single readings can be large or run the other way; the % refers to the polarisation; note: potency is the fitted concentration of half-maximal effect; % is set by controls: 0 for no effect and ±100 for the full control effect
HP1b binding inh – inhibitors of HP1-beta chromodomain binding to methylated histone tails. AID 540317. 390,000 compounds, 0.56% hits. P83916. Potency, µM (series often up to 114 µM), without a hit: at the highest dose activity change, negative = inhibition, hits mostly inhibitors. AlphaScreen HP1-beta / biotin-H3K9me3 peptide binding; note: potency is the fitted concentration of half-maximal effect; nearly all actives have a fitted effect of over 70% in size; inactives centre near 23
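Compound inhibition of the preformed complex between 50 nM HP1-beta and 50 nM biotinylated H3K9me3 peptide was read by AlphaScreen. Buffer was PBS pH 7.4 with 0.01% Tween-20. Incubations ran 30 min at room temperature, with 10 ug/mL donor/acceptor beads.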
The depositor's hits bear a star; i = inactive; ? = inconclusive; / = no result given; & = joins results of further samples; [ ] = dose if it differs, or a comment. Unless noted, calls come from the whole dose curve; as a rule, active = well fitted curve in the direction sought with a large enough effect; inconclusive = small, poorly fitted or top-dose-only effect, or another doubt; inactive = no such curve, though single readings can be large; an effect the other way counts as inactive or inconclusive. Not all compounds are listed; count on the stated rates, not on these rows.

SMILES | Pol eta inh | Tb PGK inh | GLS inh | BAZ2B block | G9a block | JMJD2A Tudor inh | PI4K2A inh | Pin1 inh | HP1b binding inh
C=CCNc1nc(-c2ccc(O)c(C(N)=O)c2)cs1 | -21% | -7% | ? | ? | ? | 14µM* | -12 | -2% | -14%
CC(C)c1nc(SCC(=O)Nc2cccc(C(=O)O)c2)c2c3c(sc2n1)CCCC3 | -26% | -13% | -14% | -29% | -3% | -13% | -2 | 0% | 31%
COCCCNc1nc2ccccc2nc1NS(=O)(=O)c1ccc(OC)cc1 | -2% | 5% | -2% | 8% | 19% | 17% | -17 | 2% | 25%
COc1ccc(OC)c(NC(=O)CN2CCCN(Cc3cc(C)ccc3C)S2(=O)=O)c1 | 6% | 3% | 1% | -19% | 1%[59 µM] | 4% | 1 | -5% | 33%
Cc1ccccc1OCCNc1cc(N2CCN(CCO)CC2)ccc1[N+](=O)[O-] | -24% | -5% | 19% | 32µM* | ? | ? | -2 | 3% | ?
CC1CCN(S(=O)(=O)c2ccc(NC(=O)CN3CCN(c4ccccc4)CC3)cc2)CC1 | -5% | i | -4% | 5% | ? | -1% | 2 | 8% | 23%
Cc1c(CC(=O)N2CCN(C(=O)C3COc4ccccc4O3)CC2)c(=O)oc2cc(O)ccc12 (centres undefined) | -17% | -4% | 2% | -6%[57.1 µM] | 10% | -21% | -2 | 13% | 61%[activator]
CC(NC(=O)COC(=O)C1CCN(S(=O)(=O)c2ccccc2C(F)(F)F)CC1)c1ccccc1 (centres undefined) | -13% | -9% | 4% | -4% | ? | -7% | -5 | -4% | 14%
COc1cc(/C=C2/C(=O)N(c3ccc(C(=O)O)cc3)N=C2C)cc(OC)c1O | ? | ? | 31%[activator] | ? | 40µM* | -22% | ? | ? | ?
COc1cccc2cc(C(=O)N3CCCc4ccccc43)oc12 | -2% | -1% | -1% | -11% | -1% | 12% | -3 | -1% | 51%[activator]
COc1cc(C(C#N)N2N=C(c3ccccc3)CC2c2ccccc2)ccc1O (centres undefined) | ? | -4% | -5% | 23% | -48%[59 µM] | -19% | 4 | 0% | 17%
Cc1cc(C)n(CC(=O)N/N=C/c2ccc(C)o2)n1 | -18% | 0% | / | 7% | -7% | 22% | 1 | 1% | 47%[activator]
COC(=O)CN1C(=O)C(C)(C)Oc2ccc(C(=O)NC3CCCC3)cc21 | -2% | 2% | 2% | 0% | 12% | -20% | -2 | 18% | 20%
Cc1onc(-c2ccccc2)c1C(=O)Oc1ccccc1 | -24% | -2% | 7% | 73%[activator] | 211%[activator] | 48%[activator] | -5 | 15% | 153%[activator]
O=C(NCCCN1CCCC1=O)c1cccc(S(=O)(=O)NCc2ccccc2)c1 | -18% | 0% | -1% | 7% | -27% | -12% | -1 | -4% | 20%
CS(=O)(=O)N1CCC(C(=O)Nc2ccc(Br)cc2F)CC1 | 4% | 4% | -8% | 0% | 0%[12.7 µM] | -8% | 0 | 0% | 10%
CC(C)(C)C(=O)C1=C(O)C(=O)N(Cc2ccccc2)C1c1ccccc1F (centres undefined) | -15% | -7% | -17% | -5% | -8%[0.501 µM] | -24% | 0 | -5% | 34%
OCCCNc1nnc(-c2ccccc2)c2ccccc12 | 9% | -7% | -2% | -9% | -12% | -9% | 2 | -11% | 20%
Cc1cc(C)cc(NC(=O)N(CCC#N)Cc2cccs2)c1 | -13% | -6% | 0% | 3% | 8% | -3% | 5 | 0% | 19%
Nc1ccc2nc3c(=O)[nH]c(=S)[nH]c3nc2c1 | 1.1µM* | 2.5µM* | 3.2µM* | 32µM* | 10µM* | 2.5µM* | -58* | / | 2µM*
CCC(C)NC(=O)CCC(=O)NNc1nc2ccccc2c2nc(C)nn12 (centres undefined) | -7%&-3% | -1%&-10% | ? | -32%&-5% | 16%&-1%[59 µM] | ? | 2&0 | -11%&0% | 78%&20%[activator]
O=C(NCCN1C(=O)S/C(=C\c2ccccc2F)C1=O)C1CCCN1C(=O)c1cccs1 (centres undefined) | -15% | -1% | -4% | -10% | ? | -29% | -10 | ? | 6%
Cc1nc2ncnn2c(C)c1CCC(=O)NCc1ccc(Cl)cc1 | 1% | -6% | 3% | -4% | -2%[59 µM] | -7% | -7 | 7% | 26%
COc1ccccc1/C=C/c1ccc2cccc(O)c2n1 | -19% | -2% | -9% | -9% | 8% | -32% | -1 | ? | 2%
COc1cc(C2=NOC(C(=O)NCc3ccco3)C2)cc(OC)c1OC (centres undefined) | 1% | i | -2% | ? | 8%[12.7 µM] | -8% | -1 | -6% | 39%
CCc1nnc(NC(=O)c2nc(Cl)ccc2Cl)s1 | -8% | i | -2% | -12% | ? | -10% | -4 | -13% | 20%
NNC(=O)c1sc2cc(C(F)(F)F)cnc2c1-c1cccnc1 | 4% | -1% | 0% | -22% | ? | ? | 5 | -2% | 37%[activator]
O=C(NCC(c1ccco1)N1CCN(c2ccc(F)cc2)CC1)C(=O)NC1CCCCC1 (centres undefined) | -5% | 9% | 2% | -26% | -34% | 2% | 0 | -7% | 51%[activator]
O=C(Cc1nn[nH]n1)NCCC1=CCCCC1 | -10% | i | 0% | 6% | -6%[12.7 µM] | 50µM* | 2 | -2% | 32%
CCOc1ccc(CNC(=O)C2Cc3ccccc3N2C(=O)CC)cc1OC (centres undefined) | 1% | -6% | -10% | -1% | 17%[59 µM] | -15% | -1 | -8% | 5%
CC(=O)Oc1ccc(C(=O)Nc2nccs2)cc1 | -6% | -1% | -4% | -4% | 15% | -10% | -13 | -1% | 31%
CC(C)(C)c1c(Cl)c(O)c(-c2ccccc2)c(=O)n1-c1ccccc1 | 9% | 5% | -4% | 18µM* | / | 50µM* | -3 | -1% | ?
Cc1cc(C)n2nc(C(=O)NNC(=O)c3ccc(Cl)cc3)nc2n1 | -1% | -4% | 14% | 89µM* | ? | -20% | -2 | -4% | 29%
CNCc1c(OCc2ccccc2F)ccc2ccccc12 | -22% | -6% | 7% | -25% | -37% | -9% | 4 | 3% | 36%
Cc1onc(-c2ccccc2)c1C(=O)NC(=S)NNC(=O)c1cccnc1 | -18% | -3% | 3% | 6% | ? | -2% | 3 | -9% | -1%
Cc1ccc(NC(=O)CSc2ccc3nnc(-c4ccccn4)n3n2)cc1 | -7% | i | -9% | 4% | 45% | -27% | 4 | 4% | 48%[activator]
O=C(Nc1cc2c(cc1C(=O)c1cccc(Br)c1)OCCO2)c1ccccc1F | 4% | -7% | 0% | -27% | -1%[59 µM] | ? | 2 | -1% | -5%
CCNCC(=O)Nc1ccc(N2CCOCC2)cc1 | 7% | 10% | 5% | ? | ? | -16% | -5 | -3% | 19%
COc1ccccc1N(C(=O)c1cncc(Br)c1)c1nc(-c2ccc(C)cc2)cs1 | ? | -1% | -9% | -7% | -3%[59 µM] | -9% | 3 | 17% | 27%
Cc1cc(N2CCOCC2)nc2ccc(NC(=S)NCCC(C)C)cc12 | -6% | -10% | 18% | -29% | 2% | -27% | 3 | 2% | 11%
CCN(C(=O)CSc1nnc2ccccn12)C1CCS(=O)(=O)C1 (centres undefined) | -1% | 2% | 2% | -14% | -4% | -12% | 5 | 6% | 12%
O=C(CSc1nnc2ccc(-c3ccccn3)nn12)Nc1ccccc1F | -15% | -4% | 4% | -4% | 20%[59 µM] | -19% | 7 | 2% | 8%
CC1CCCN(C(=O)c2cc(-c3cccs3)nc3ccccc23)C1 (centres undefined) | -14% | -1% | -12% | / | / | -2% | 2 | 4% | 24%
CCN(CC)C(=O)Cn1cc(C(=O)C(=O)N(C)C2CCN(C)CC2)c2ccccc21 | -3% | -5% | 6% | 0% | 17% | -4% | -6 | 2% | 32%
O=C(c1ccccc1)c1nn(-c2ccccc2)c(=O)cc1C(F)(F)F | -10% | -1% | -10% | 89µM* | -15% | -15% | -11 | 0% | 18%
COc1cc(=O)[nH]c(SCC(=O)Nc2ccc3ccccc3c2)n1 | -4% | -1% | -8% | -13% | -3% | -11% | 5 | 0% | 32%
COC(=O)[C@@]12CCCCN1[C@H](c1ccc(-c3cccc(Cl)c3)c(OC)c1)[C@H]1C(=O)N(C)C(=O)[C@H]12 | -12% | -3% | 3% | -6% | -11%[2.33 µM] | ? | 5 | 16% | 9%
O=C(Cn1cnc([N+](=O)[O-])c1)Nc1ccccc1C(F)(F)F | -12% | -4% | 2% | 16% | / | ? | 4 | -10% | 23%
CC(=O)c1ccc(NS(=O)(=O)c2ccc3c(c2)N(C)CCO3)cc1 | -23% | -3% | 8% | ? | ? | -22% | 6 | -1% | 48%[activator]
O=C(Oc1ccc(Cl)c2cccnc12)N1CCOCC1 | -11% | -8% | 4% | -1% | 2%[59 µM] | -16% | -6 | -5% | 37%
Cc1cccc2sc(NC(=O)C3=NN(c4ccccc4)C(=O)CC3)nc12 | -15% | -7% | -7% | -3% | 50µM* | -7% | 3 | 3% | 36%
CCCc1cc(=O)[nH]c2nnc(SCC(=O)Nc3cccc(C)c3)n12 | -15% | -10% | 6% | -2% | 2%[59 µM] | 2% | 3 | -10% | 32%

Screening data (PubChem)
